# human PMI inhibitors: MPI inhibition at elevated mannose 6-phosphate – biochemical, fluorescence intensity, high mannose 6-phosphate, primary screen (AID 1220) | recombinant PMI enzyme, coupled fluorescence intensity; higher % means a stronger effect | inhibition, % at 20 µM; hits with a dose series show IC50 in µM | actives 0.66% (n = 190,000)
# Myeloid diff MLP: myeloid differentiation induction | ER-HoxA9 myeloid progenitors, lysozyme-GFP differentiation, flow cytometry | AID 624256 | calls only at 10 µM | actives 1% (n = 360,000);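 active = normalized GFP-positive differentiation at or above the plate's own cutoff, the solvent-only control mean plus 3 SD; inconclusive = no clear call, values can overlap the other calls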;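 also: cells exposed to compound for four days before flow analysis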
# WT yeast gro inh: growth inhibition of WT yeast, mitochondrial fusion screen; mitochondrial fusion phenotypic screen, WT strain; inhibition, % at 10 µM; actives 2.1% (n = 190,000); AID 1362; in the data active = inhibition above about 58%; tested in S. cerevisiae
# TNAP activators: stimulation of alkaline phosphatase TNAP activity – biochemical, luminescent, no phosphate acceptor, uHTS, primary screen (AID 1001); purified TNAP, luminescent activation assay, no phosphate acceptor; higher activation fold means a stronger effect; activation fold at 20 µM; hits with a dose series show EC50 in µM; actives 0.03% (n = 200,000); in the data active = activation fold from about 3, or a potency from the dose series; inactive = the rest, 99 in 100 with activation fold below about 1.6; also: many of its hits are not listed in these tables
# RSV CPE inhibition: inhibition of RSV-induced cytopathic effect – HEp-2 cells, primary 10 µM value included (AID 2391). actives 0.13% (n = 310,000). HEp-2 cells, RSV-induced CPE inhibition; higher % means a stronger effect. CPE inhibition, % at 10 µM; hits with a dose series show IC50 in µM; in the data active = a potency from the dose series; inconclusive = CPE inhibition mostly from about 23% at the one dose, without a potency; inactive = the rest, 99 in 100 with CPE inhibition below about 21%; also: strong numbers were not always called active
# SIAH1 antagonists: Siah-1 peptide-binding antagonists, primary screen, biochemical, fluorescence polarization, rhodamine-plectin, uHTS (AID 1817). displacement, % at 20 µM, or IC50 in µM where a hit was titrated. Siah-1 / rhodamine-plectin peptide fluorescence polarization; higher % means a stronger effect. actives 0.02% (n = 290,000);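 active = displacement of at least 50% at 20 µM, with a fluorescence ratio check between 0.3 and a set limit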;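 also: plate controls were Siah plus tracer with DMSO for no effect and tracer alone without Siah for full effect; strong numbers were not always called active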
# XIAP antagonists: small molecules displacing peptide from XIAP – biochemical, IAP family, fluorescence polarization (AID 1018); XIAP BIR domain, fluorescence polarization peptide displacement; higher % means a stronger effect; displacement, % at 20 µM, or IC50 in µM where a hit was titrated; actives 0.007% (n = 200,000); in the data active = displacement above about 50%; also: a part of the inactive calls stands beside numbers as strong as those of hits
# PMI inhibitors: inhibitors of human PMI, primary screen, biochemical, fluorescence intensity, coupled assay (AID 1209) | purified PMI enzyme, coupled fluorescence intensity; higher % means a stronger effect | one-dose inhibition, % at 20 µM; IC50 in µM for titrated hits | actives 0.42% (n = 190,000);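 also: plate controls were DMSO vehicle for no effect and wells lacking substrate for full effect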
# Salmonella PhoP GFP: PhoP-dependent GFP reporter repression – Salmonella Typhimurium, primary screen (AID 1863) | S. Typhimurium PhoP-regulated promoter GFP reporter, 4 h; higher % means a stronger effect | inhibition, % at 50 µM; hits with a dose series show IC50 in µM | actives 0.16% (n = 300,000);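 active = inhibition over 29.93%, a cutoff 3 SD above the screen mean, later confirmed by dose response; inconclusive = inhibition over 29.93% but no dose response follow-up; inactive = inhibition at most 29.93% or unconfirmed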;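 also: 0% = low Mg2+ inducing control and 100% = high Mg2+ repressing control; strong numbers were not always called active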
# WT yeast gro inh mutant strain: also measured in WT yeast gro inh; calls as there; inhibition, %; mitochondrial fusion phenotypic screen, mutant strain inhibition
# Myeloid diff MLP GFP+ MAC1+ %: also measured in Myeloid diff MLP; calls as there; GFP+ MAC1+ double positive, %; measured here: differentiation confirmed by MAC1 staining
# * hit, by the source's call; i = inactive; ? = inconclusive; . = no result given; + = active, no number. Rule as the data show it, unless noted: active = inhibition above about 50%; inactive = the rest.
item	compound	human PMI inhibitors	Myeloid diff MLP	Myeloid diff MLP GFP+ MAC1+ %	WT yeast gro inh	WT yeast gro inh mutant strain	TNAP activators	RSV CPE inhibition	SIAH1 antagonists	XIAP antagonists	PMI inhibitors	Salmonella PhoP GFP
1	COC(=O)c1cc(=O)c2cccc(OC)c2[nH]1	.	i	0.3	.	.	.	0.0%	9%	.	.	-7%
2	C#CCN(C#N)c1nc(NCC)nc(NC(C)C)n1	8%	i	0.9	-7	6	1.1	0.0%	1%	0.6%	10%	1%
3	COc1cccc(NC(=O)COC(=O)c2nc(Cl)ccc2Cl)c1	10%	i	1.3	-11	8	1.1	0.2%	-4%	-6.8%	-14%	2%
4	Cc1ccc(N2CC(C(=O)OCc3ccccc3)CC2=O)cc1 (stereo not given)	0%	i	1.5	17	55	1.1	-0.2%	4%	-3.0%	-2%	-1%
5	CC(C)Cc1nc(SCC(=O)NCC2CCCO2)c2c(=O)n(C)c(=O)n(C)c2n1 (stereo not given)	.	i	6.7	.	.	.	4.2%	0%	.	.	1%
6	Cc1ccc(NC(=S)c2nc3ccccc3[nH]2)cc1	1%	i	1.0	55	50	0.9	1.5%	-12%	-4.9%	9%	6%
7	CC(C)c1ccc(/C=C/c2ccc(=O)n(C)n2)cc1	2%	i	0.1	15	23	1.1	18%	4%	-3.6%	2%	-5%
8	CC1CCc2cc(F)cc3c(O)c(C(=O)NCC4CCCO4)c(=O)n1c23 (stereo not given)	-18%	i	1.3	10	23	1	17%	0%	-7.6%	-12%	3%
9	C=CCCC(=O)N1CCC(Oc2cccc(C(=O)NCc3ccccn3)c2)CC1	.	i	2.1	.	.	.	-0.1%	5%	.	.	4%
10	Cc1nn(-c2ccccc2)c(C)c1C(=O)NCCc1ccc(Cl)cc1	.	i	0.8	.	.	.	3.6%	11%	.	.	-4%
11	Clc1ccc(CN(Cc2ccc(Cl)cc2)c2nn[nH]n2)cc1	-2%	i	0.3	-15	-20	1.1	14%	0%	-6.9%	-8%	6%
12	Cc1ccc(S(=O)(=O)N2CCN(C(=O)C3=COCCO3)CC2)cc1C	1%	i	1.1	-2	6	1.2	0.7%	4%	-14%	4%	10%
13	COc1cccc(Sc2ccccc2CN(C)C)c1	2%	i	0.1	-9	-2	1.1	-0.1%	1%	-4.7%	1%	10%
14	C/C(=N\NC(=O)COc1c(C)cccc1C)c1cccs1	6%	i	0.0	-5	-2	1	2.2%	4%	-0.9%	2%	3%
15	CCOC(=O)C1(Cc2ccccc2)CCN(C2Cc3ccccc3C2)CC1	5%	i	0.6	1	-7	1.1	1.1%	0%	-0.9%	3%	.
16	CC(=O)c1ccc(NC(=O)C(C)NCc2ccc(Cl)cc2)cc1 (stereo not given)	0%	i	0.1	26	-22	0.9	-2.6%	-2%	-2.7%	-3%	2%
17	O=c1[nH]nc(-c2cccs2)c2ccccc12	0%	i	0.2	-20	12	1	-1.6%	7%	-3.5%	2%	4%
18	COc1cc(/C=N/NC(=O)/C(=C/c2ccccc2)CCO)ccc1O	11%	i	0.3	6	0	1	0.3%	0%	-3.9%	8%	11%
19	CCC1Oc2ccc(C)cc2N(CC(=O)N(Cc2cccnc2)Cc2ccc(C)o2)C1=O (stereo not given)	12%	i	5.5	0	9	1.1	-0.7%	4%	-5.8%	17%	1%
20	CCc1[nH]nc2c1C(c1ccncc1)C(C#N)=C(N)O2 (stereo not given)	2%	i	7.8	1	5	1	1.2%	3%	-10%	2%	-3%
21	CC12CCC(C(=O)Nc3ccc(SC(F)F)cc3)(CC1=O)C2(C)C (stereo not given)	17%	i	6.9	7	10	1.1	?	-1%	-5.2%	19%	-5%
22	COc1ccc(-n2c(SCC(=O)NCc3ccco3)nnc2-c2c[nH]c3ccccc23)cc1	7%	i	1.3	-4	-6	1.1	2.5%	3%	-5.2%	5%	10%
23	CCN(CC(N)=O)S(=O)(=O)c1ccc(Br)cc1	0%	i	7.1	0	12	1.1	0.6%	-1%	-5.4%	0%	2%
24	CCOC(=O)C(=O)NNc1ccccc1C	-116%	i	0.2	28	24	1.1	4.1%	-2%	-3.8%	-54%	10%
25	CCCN(CC1CC1)C(=S)Nc1ccc(C(C)=O)cc1	-3%	i	0.2	8	-4	1.2	2.8%	-3%	-2.7%	-4%	7%
26	Cc1cccc(NC(=O)C2CCN(S(=O)(=O)c3cccc4cccnc34)CC2)c1	6%	i	1.2	-1	-8	1.1	1.2%	4%	-3.0%	4%	-6%
27	Cc1cccc(N2C(=O)CC(n3ccnc3)C2=O)c1C (stereo not given)	-12%	i	1.0	-3	1	1.1	0.3%	4%	-3.0%	-14%	-4%
28	COc1ccc(NC(=O)Cn2cnc3c(oc4nc5c(cc43)COC(C)(C)C5)c2=O)cc1	.	i	0.6	.	.	.	3.8%	2%	.	.	-7%
29	CCCc1cc(=O)[nH]c(NCc2ccc(Cl)cc2)n1	6%	i	2.5	0	6	1.1	3.2%	8%	-3.9%	6%	22%
30	N/C(=N\OS(=O)(=O)c1ccc(Cl)cc1)c1ccccn1	-10%	i	0.5	9	4	1.1	.	6%	-1.2%	-17%	-3%
31	CCN(CC)C(=O)C(=O)c1cccn1-c1cccc(OC)c1C#N	1%	i	0.0	-9	-5	1.1	1.8%	4%	-0.5%	6%	1%
32	Cc1cc(C)cc(N(C(=O)c2snc(C(N)=O)c2N)C(C(=O)NCC2CCCO2)c2cccs2)c1 (stereo not given)	-12%	i	0.2	7	9	1.1	22%	-5%	-3.3%	-18%	2%
33	O=C(NNc1nc2cc3c(cc2s1)OCO3)c1ccc(F)cc1	-30%	i	3.4	-10	-18	1	1.5%	-7%	-5.3%	-30%	-2%
34	O=C(CN1CCCCCC1)Nc1ccccc1	7%	.	.	11	-10	1.1	0.7%	2%	-2.5%	8%	8%
35	Cc1cc(C)nc(/N=C(\N)Nc2ccc(S(=O)(=O)Nc3nc(C)cc(C)n3)cc2)n1	-10%	.	.	0	0	1	-1.6%	-2%	-4.7%	-2%	10%
36	Cc1ccc([N+](=O)[O-])cc1NC(=O)C(C)Sc1nnc(C)n1CC1CCCO1 (stereo not given)	.	i	0.4	.	.	.	1.7%	1%	.	.	1%
37	Cc1cc(C(=O)COC(=O)c2ccc[nH]c2=O)c(C)n1-c1ccccc1	2%	i	0.4	14	-2	1.1	2.5%	4%	0.5%	15%	21%
38	COc1ccc(N(C(=O)CNC(=O)c2cccs2)C(C(=O)NCC2CCCO2)c2ccccc2)cc1 (stereo not given)	0%	i	0.0	11	-5	1.1	0.7%	4%	-1.2%	2%	10%
39	COc1ccc(-c2cc(C(F)(F)F)n3ncc(C(=O)NCC4CCCO4)c3n2)cc1 (stereo not given)	6%	i	0.0	-24	-58	1.2	.	0%	-3.7%	6%	-1%
40	COc1ccc(N(CC(=O)NC2CCCCCC2)S(=O)(=O)c2c(C)nn(C)c2C)cc1	7%	i	0.8	4	-13	1.1	-1.4%	1%	2.2%	10%	7%
41	CC(=O)OCC(=O)Nc1ccccc1OC(F)F	1%	i	0.9	-9	5	1.1	1.2%	7%	-3.3%	-3%	-3%
42	CCOc1c2ccc(C(=O)N[C@H](C)C3CCCCC3)cc2nn1CC	2%	i	2.1	10	4	1.1	-0.9%	2%	-2.1%	-3%	11%
43	N=c1n(N)c2ccccc2n1CC(=O)c1ccc(Br)cc1	.	i	0.6	.	.	.	1.4%	-1%	.	.	1%
44	CCOC(=O)c1c(NC(C)=O)sc2c(OCC(O)CN(CC)CC)c(Br)ccc12 (stereo not given)	-1%	i	0.3	10	8	1.1	3.6%	4%	1.2%	3%	7%
45	O=C(COc1ccc(C(=O)c2ccccc2)cc1)Nc1ncccc1O	.	i	1.3	.	.	.	1.4%	-2%	.	.	-4%
46	Cc1cccc(-c2nnc3n2N=C(c2ccc(Br)cc2)CS3)c1	12%	.	.	.	.	1	-0.1%	24%	-1.9%	18%	.
47	O=C(NCC1CCCO1)c1ccccc1NC(=O)c1cccc2ccccc12 (stereo not given)	0%	i	1.0	7	-11	1.1	0.4%	1%	0.0%	-3%	11%
48	CC(Nc1cc(C)cc(C)c1)=[N+](C)CCNS(=O)(=O)c1ccc(Cl)cc1	.	i	2.0	.	.	.	0.8%	1%	.	.	-5%
49	O=C(COc1ccccc1)Nc1ccc(S(=O)(=O)N2CCCC2)cc1	-4%	i	2.0	-1	1	0.9	2.4%	-6%	-3.3%	-4%	6%
50	N#CC(C(=O)CCN1C(=O)C2CC=CCC2C1=O)c1nc2ccccc2[nH]1 (stereo not given)	20%	i	0.6	7	10	1.1	2.1%	0%	-2.9%	17%	6%
51	Cc1ccc(CNC(=O)C(=O)NCC2OCCN2C(=O)c2cccs2)cc1 (stereo not given)	-3%	+	7.2*	-9	0	1.1	0.2%	11%	-10%	1%	-2%
52	CC(C)Cc1oc(C(=O)O)cc1CN	-9%	i	6.9	-25	-11	1.1	-0.2%	-7%	-5.6%	-7%	51%
53	Cc1ccnc(NC(=O)CCC(=O)N(CC(=O)NC2CCCCC2)C2CCCC2)c1	.	i	0.2	.	.	.	0.1%	6%	.	.	-2%
54	CC1=Nc2ccc(Br)cc2C(c2ccccc2)N1CC(=O)O (stereo not given)	-18%	i	0.0	-5	-3	1.1	0.2%	0%	-4.0%	-5%	2%
55	CC(=O)c1cccc(CN2CCN(C(C)C)C(CCO)C2)c1 (stereo not given)	17%	i	0.2	-8	0	1.1	0.2%	3%	-9.2%	20%	5%
56	COCCn1c(Cc2ccccc2)nnc1SCC(=O)NC1CCCCC1	.	i	1.1	.	.	.	-0.1%	2%	.	.	0%
57	COc1ccc(NC(C)=O)cc1NC(=O)c1ccc(Cl)cc1	1%	i	0.4	-1	4	1.2	-0.1%	4%	-0.6%	-1%	5%
58	CC(=O)Nc1ccc(S(=O)(=O)N(C)CC(=O)NCCC2=CCCCC2)cc1	.	i	1.0	.	.	.	0.8%	2%	.	.	-6%
59	O=S(=O)(c1ccccc1)N1CCC(O)(CSc2ccc(Cl)cc2)CC1	4%	i	0.6	-9	-22	1.1	0.9%	6%	-1.7%	8%	4%

# One compound at a time, as listed above:
# CC(C)Cc1oc(C(=O)O)cc1CN is entered as human PMI inhibitors = -9%; Myeloid diff MLP = i; Myeloid diff MLP GFP+ MAC1+ % = 6.9; WT yeast gro inh = -25; WT yeast gro inh mutant strain = -11; TNAP activators = 1.1; RSV CPE inhibition = -0.2%; SIAH1 antagonists = -7%; XIAP antagonists = -5.6%; PMI inhibitors = -7%; Salmonella PhoP GFP = 51%
# COc1ccc(NC(C)=O)cc1NC(=O)c1ccc(Cl)cc1 is entered as human PMI inhibitors = 1%; Myeloid diff MLP = i; Myeloid diff MLP GFP+ MAC1+ % = 0.4; WT yeast gro inh = -1; WT yeast gro inh mutant strain = 4; TNAP activators = 1.2; RSV CPE inhibition = -0.1%; SIAH1 antagonists = 4%; XIAP antagonists = -0.6%; PMI inhibitors = -1%; Salmonella PhoP GFP = 5%

# Source: PubChem BioAssay (several laboratories)
